# Bioassay records deposited in PubChem by several laboratories.
# NPY Y1 blocker – blocks the human neuropeptide Y Y1 receptor; AID 1040; 200,000 tested, 1% active; HEK293-CNG Y1 cells, membrane potential fluorescence; NPY at EC95, then isoproterenol; inhibition, % at 3.6 µM; P25929;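 active = inhibition above the campaign mean inhibition of all tested compounds plus 3 SD, cut at about 20% in these data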;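 also: 0% = DMSO wells given NPY plus isoproterenol and 100% = isoproterenol alone without NPY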
#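 Assay system: HEK293 Y1/CNG channel cell line; Doses: single compound dose of 3.6 µM, 0.4% DMSO; Timing: dye 3 h, compound 60 min room temperature, stimulation 45 min; Technique: Membrane-potential fluorescent dye readout; Measure: % inhibition of NPY effect.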
# NPY1 pot ag – potentiators or agonists of human neuropeptide Y receptor Y1 | P25929 | NPY-Y1 expressing cells, potentiator/agonist activation | activation, % at 3.6 µM | 220,000 tested, 0.37% active | AID 1304; in the data active = activation above about 33%, passing the limit was not always enough;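 also: cells stimulated with NPY at EC10 then isoproterenol at EC100; 0% = low agonist plus stimulus and 100% = saturating agonist plus stimulus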
# S1P4 antagonist – human S1P4 receptor antagonism. S1P4-expressing cells, antagonist mode, reporter read-out. inhibition, % at 4.98 µM. 220,000 tested, 0.26% active. O95977. AID 1510; in the data active = inhibition above about 29%;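 also: 0% = wells stimulated with agonist and 100% = vehicle wells without agonist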
# RBBP9 inh – human RBBP9 hydrolase inhibition | recombinant RBBP9, FP-Rh probe fluorescence polarization | inhibition, % at 7.94 µM | O75884 | 220,000 tested, 0.2% active | AID 1515;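 active = inhibition above the campaign mean of all tested compounds plus 3 SD, cut at about 14% in these data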;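 also: plate controls were DMSO wells with RBBP9 for no effect and wells lacking RBBP9 protein for full effect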
#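 Assay system: recombinant human RBBP9; Reagent: Serine-hydrolase probe FP-Rh, 375 nM pre-mixing; Doses: 7.94 µM single dose, 0.794% DMSO; Incubation: 30 min then 45 min, 25 °C; Detection: fluorescence polarization (mP), excitation 525 nm, emission 598 nm; Evaluation: percent inhibition from mP, scaled between DMSO and no-protein wells.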
# BaF3 parental – parental Ba/F3 viability inhibition as JAK2V617F counter-screen | CellTiter-Glo ATP luminescence | inhibition, % at 5.6 µM | 220,000 tested, 1.1% active | AID 1486;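 active = inhibition above a per-campaign cutoff, the mean inhibition of all tested compounds plus 3 SD, cut at about 27% in these data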;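 also: 0% = DMSO wells and 100% = JAK Inhibitor I control wells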
# NPY2 pot ag – potentiates or activates human NPY-Y2 receptor; P49146; cells expressing NPY-Y2, potentiator/agonist read-out; activation, % at 3.6 µM; 220,000 tested, 0.45% active; AID 1359; in the data active = activation above about 27%;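 also: cells stimulated with NPY near EC25 plus isoproterenol at EC100; 0% = vehicle plus submaximal agonist and 100% = vehicle plus saturating agonist; some results beyond the cut were filed as inactive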
# Target sequence (P49146 whole entry, looked up): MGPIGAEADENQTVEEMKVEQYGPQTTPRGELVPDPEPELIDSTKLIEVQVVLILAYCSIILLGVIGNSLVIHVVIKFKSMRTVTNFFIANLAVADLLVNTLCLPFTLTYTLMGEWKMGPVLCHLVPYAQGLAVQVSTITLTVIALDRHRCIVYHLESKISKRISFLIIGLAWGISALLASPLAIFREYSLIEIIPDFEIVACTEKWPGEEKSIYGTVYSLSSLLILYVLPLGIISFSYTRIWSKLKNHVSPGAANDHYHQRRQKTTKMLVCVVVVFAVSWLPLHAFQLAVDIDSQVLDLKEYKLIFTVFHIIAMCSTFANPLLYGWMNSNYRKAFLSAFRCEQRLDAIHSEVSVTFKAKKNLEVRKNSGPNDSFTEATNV
# S1P4 agonist – human S1P4 receptor agonism | O95977 | activation, % at 4.98 µM | AID 1509 | S1P4-expressing cell line, agonist reporter assay | 220,000 tested, 0.35% active; in the data active = activation above about 11%;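 also: 0% = DMSO vehicle and 100% = reference agonist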
# Runt-CBFb FRET – blocks binding of human RUNX1 Runt domain to CBFb | Q01196+Q13951 | Cerulean-Runt/Venus-CBFb FRET ratio 530/480, 1 h | inhibition, % at 20 µM | 220,000 tested, 0.46% active | AID 1496;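 active = inhibition over about 50% at 20 µM in the single-dose screen, limit read from the data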;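 also: 0% = DMSO wells and 100% = excess unlabeled CBFb competitor control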
# Target sequence (Q01196 whole entry, looked up, the tested form may be a part): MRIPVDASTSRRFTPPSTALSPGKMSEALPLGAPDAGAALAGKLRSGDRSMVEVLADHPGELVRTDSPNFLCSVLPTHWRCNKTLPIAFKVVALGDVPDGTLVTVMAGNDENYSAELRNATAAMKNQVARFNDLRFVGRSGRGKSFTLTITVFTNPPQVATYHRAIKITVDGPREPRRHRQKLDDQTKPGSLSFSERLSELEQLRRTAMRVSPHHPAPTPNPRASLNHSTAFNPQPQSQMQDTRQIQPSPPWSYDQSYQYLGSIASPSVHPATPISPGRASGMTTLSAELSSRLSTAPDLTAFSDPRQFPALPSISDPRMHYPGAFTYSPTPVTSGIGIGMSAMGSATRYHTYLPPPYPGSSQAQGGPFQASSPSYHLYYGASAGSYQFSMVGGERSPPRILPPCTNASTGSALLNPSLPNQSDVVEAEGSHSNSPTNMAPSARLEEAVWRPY
# Target sequence (Q13951 whole entry, looked up, the tested form may be a part): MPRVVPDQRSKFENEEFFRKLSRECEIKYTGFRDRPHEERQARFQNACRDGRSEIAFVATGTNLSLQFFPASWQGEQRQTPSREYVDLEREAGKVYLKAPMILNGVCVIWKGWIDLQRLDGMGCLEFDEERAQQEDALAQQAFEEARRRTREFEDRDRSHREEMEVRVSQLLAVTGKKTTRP
#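 test system = Cerulean-Runt domain fusion protein, energy donor | probe or stimulus = Venus-CBFb binding partner, 100 nM | incubation = two 1 h room-temperature incubations shielded from light | detection = fluorescence energy transfer, 422 nm excitation, 530/480 nm emission | measure = loss of energy transfer signal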
# Ba/F3 V617F tox – loss of viability in JAK2V617F-driven Ba/F3 cells; Ba/F3 EpoR-JAK2V617F viability, ATP luminescence; inhibition, % at 5.6 µM; 220,000 tested, 1.1% active; AID 1446;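 active = inhibition above the campaign mean plus 3 SD over all tested compounds, cut at about 24% in these data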;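 also: cytokine-independent growth of Ba/F3 cells driven by EpoR plus mutant JAK2; 0% = DMSO-treated cells and 100% = JAK inhibitor I control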
# Numbers without * were called inactive; . = no result given. Rows are unselected. Share with any hit: about 3.6%.
SMILES,NPY Y1 blocker,NPY1 pot ag,S1P4 antagonist,RBBP9 inh,BaF3 parental,NPY2 pot ag,S1P4 agonist,Runt-CBFb FRET,Ba/F3 V617F tox
Cn1c(Cc2cccc3ccccc23)nnc1SCC(=O)N1CCN(c2cccc(Cl)c2)CC1,-6,-20,-8,1,6,-4,0.8,-10,1
COc1ccc(N=C2SC(CC(=O)Nc3ccccc3)C(=O)N2Cc2ccccn2)cc1 (centres undefined),-3,21,-3,-9,3,8,-2.0,1,-2
Cc1ccc(S(=O)(=O)N(C)C)cc1NC(=O)COC(=O)CCC(=O)c1ccc(F)cc1,2,16,-26,-7,6,1,-0.8,2,-1
C[C@@H]1C=C(C(=O)N2CCN(C)CC2)O[C@H](OCc2ccc(CO)cc2)C1,-3,17,-4,1,-3,7,-0.2,1,-2
C(=C\c1ccncc1)/c1ccncc1,.,7,4,-6,-4,23,0.4,0,-2
Nc1cc(C(=O)OCC(=O)NCc2ccc(F)cc2)ccc1Cl,2,-6,-13,-5,2,-2,-0.2,0,-2
COC(=O)c1sc2nc(SCc3cccc(Cl)c3)n(N)c(=O)c2c1C,2,7,-17,4,1,5,-0.1,-2,-4
Cc1cccc(N(C)C(=O)c2cc3c(=O)[nH]c4ccc(C)cc4c3s2)c1,.,-14,-11,-13,-2,-24,0.9,-3,1
Cc1cccc(Nc2nnc(SCC(=O)Nc3ncc(C(F)(F)F)cc3Cl)s2)c1C,0,-16,-8,-5,5,-4,0.5,-1,-2
Cc1cccc(NC(=O)c2ccc(Cl)c(NC(=O)c3ccncc3)c2)c1C,1,4,-26,1,0,0,1.1,-1,-4
CCNc1nc(NC(C)C)nc(Oc2ccc(=O)n(C)n2)n1,1,-8,-11,5,2,-3,1.2,0,3
Cc1cccn2c(CNCCCOc3cccnc3)c(C(=O)N3CCOCC3)nc12,7,-5,0,-5,1,-6,2.5,3,3
O=S(=O)(Cc1cc(Cl)nc(-c2ccncc2)n1)c1ccccc1,1,22,-9,-4,3,6,-1.5,1,3
OCCC1CN(Cc2cnc(N3CCOCC3)s2)CCN1C1CCCC1 (centres undefined),0,3,-22,-7,12,8,-0.9,0,2
Cc1cc(C)cc(OCC(=O)OC/C(O)=C(\C#N)c2nc3ccccc3[nH]2)c1,3,-11,-1,7,3,-16,1.0,2,-4
CSc1ncccc1C(=O)NCc1ccc(C)cc1,2,-2,-2,-9,6,-8,3.3,3,2
CCOc1ccccc1NC(=O)CSc1c(C)n[nH]c1C,0,-10,-15,-6,2,4,0.3,0,-2
CCOC(=O)c1c(NC(=O)CSc2ncnc3[nH]ncc23)sc2c1CCC(C)C2 (centres undefined),3,14,-3,-9,0,4,-0.5,-7,-4
CCc1nc2ccc(C(=O)Nc3cccc(C(C)=O)c3)cc2nc1CC,0,6,0,-2,6,-2,-0.9,-5,0
CCCOc1ccc(NC(=O)C2CCCNC2=O)cc1 (centres undefined),0,-5,1,8,5,-2,0.7,3,0
O=S(=O)(NCCOC12CC3CC(CC(C3)C1)C2)c1cccc2nsnc12,0,-12,3,-12,3,0,0.7,0,3
CC1CCCCN1C(C(=O)O)c1ccccc1 (centres undefined),-2,19,-11,-5,2,4,2.2,0,0
CCNC(=O)COc1ccc(C=O)cc1OC,5,12,-13,3,4,-1,0.8,1,-1
NC(=O)C1CCN(c2ncccc2[N+](=O)[O-])CC1,2,11,-12,4,4,1,0.6,1,-2
O=C(COc1ncnc2ccccc12)Nc1cc([N+](=O)[O-])ccc1F,.,-10,9,0,1,-7,-1.2,1,-2
CCc1ccc(C(=O)CSc2nc3cc(S(=O)(=O)N4CCOCC4)ccc3n2CC)cc1,3,-17,-2,-7,2,-1,-0.5,-7,-5
COc1ccccc1C1C=C(c2ccc(C)cc2)Nc2nnnn21 (centres undefined),-1,3,-3,-11,6,-20,-2.0,-2,2
Cc1ccc(C)c(NC(=O)C2=CCN(S(=O)(=O)c3ccc(F)cc3)CC2)c1,-4,-3,14,1,2,1,0.8,-1,-5
O=c1c(-c2ccc(O)cc2)coc2cc(OC3OC(CO)C(O)C(O)C3O)cc(O)c12 (centres undefined),2,6,9,-7,-4,12,0.9,0,-1
CCOC(=O)C1=C(N)n2c(s/c(=C\c3ccncc3)c2=O)=C(C(=O)OCC)C1c1ccncc1 (centres undefined),-1,-4,-1,-3,10,-3,1.2,.,-1
O=C1CN(Cc2ccccc2)C(=NCc2ccco2)S1,0,-4,5,-7,7,-4,-0.3,21,0
N#Cc1c(NC(=O)CSc2ncc(-c3ccccc3)n2CC2CCCO2)sc2c1CCCC2 (centres undefined),8,-29,1,-6,0,-15,-1.6,27,1
CCOC(=O)C1=C(C)C(c2ccc(OC)cc2)NC(=S)N1 (centres undefined),1,0,-11,-1,6,-2,-0.3,3,4
O=[N+]([O-])c1cnc2nc(-c3ccncc3)nn2c1O,3,-17,-4,-2,8,-11,0.1,2,8
CCc1ccccc1NC(=O)/C(C#N)=C/c1ccc(Sc2ccccc2)o1,12,-25,-11,-8,14,-17,0.3,-21,6
COc1ccc(OC)c(NC(=O)COC(=O)/C=C/c2ccc(Cl)cc2)c1,0,-30,-1,-7,2,8,2.0,-3,-3
CC(C)(C)C1CCc2onc(C(=O)Nc3cnn(Cc4ccc(F)cc4)c3)c2C1 (centres undefined),4,-19,-6,1,0,8,2.2,-5,-4
COc1cc(C(=O)OC(C)C(=O)N2CCc3ccccc3C2)ccc1OCC(=O)N1CCOCC1 (centres undefined),-2,-4,-5,-4,3,-9,-0.1,-3,-1
NC(=O)C1=C[C@@H](c2ccc(Br)cc2)C[C@@H](OCCCCO)O1,-4,10,7,2,2,-22,-0.6,0,-4
CCOC(=O)c1sc(NC(=O)CCSC)nc1C,4,-3,6,-5,1,3,0.3,-2,-2
O=C(Nc1cccc([N+](=O)[O-])c1)c1ccn[nH]1,-2,19,-20,-9,10,3,1.2,2,-2
CC(C)OC(=O)CSc1nnc(Cc2ccccc2)n1CC1CCCO1 (centres undefined),5,1,6,-1,2,-2,-1.6,0,2
N#CC1=C(N)Oc2c(oc(CO)cc2=O)C1c1ccsc1 (centres undefined),9,9,2,-2,3,4,0.3,4,-2
O=c1[nH]n(-c2ccccc2)c(=O)c2ccccc12,2,-10,-6,-11,3,9,-0.4,-1,5
NC(=O)C1CCN(CCC(=O)Nc2ccc3c(c2)CCC3)CC1,-1,-21,-27,1,3,-7,-1.0,-2,3
CC1(C)CC(=O)C2=C(C1)OC(=O)CC2c1cccs1 (centres undefined),.,-25,0,3,-2,3,-1.0,1,-5
Cc1c(Cl)cccc1N(CC(=O)NC1CCCCC1)S(C)(=O)=O,0,11,4,-5,4,4,0.6,-1,-3
COc1ccc(S(=O)(=O)Cc2ccc(C(=O)NC(C)C)o2)cc1,1,6,3,4,2,8,0.3,1,-3
O=S(=O)(c1cccs1)n1cnc2ccccc21,-5,21,5,-2,4,2,1.1,1,0
CCOC(=O)CSc1nnc2n(C3CCCCC3)c(=O)c3c4c(sc3n12)CCCC4,-1,-18,2,8,8,-1,-1.1,-3,5
COc1ccc(Cl)cc1C(=O)Nc1ccc(S(=O)(=O)N2CCCC2)cc1,5,7,0,-2,3,7,0.8,0,2
CC(C)N=c1c([N+](=O)[O-])nn(C)n1O,5,23,-7,-3,3,6,-0.5,-2,0
COc1ccc2[nH]c(=O)c(CN(C(=O)c3ccco3)C3CCCCC3)cc2c1,0,11,-16,-12,4,-4,3.3,5,-2
COc1ccc(C(=O)OCn2nnc3ccccc3c2=O)cc1OC,6,-20,6,-5,1,-7,1.0,-2,2
Cc1ccc(S(=O)(=O)/N=C2/NC(=O)/C(=C/c3ccncc3)S2)cc1,7,0,-10,-3,0,-11,0.9,4,-4
C=CCNC(=O)c1cc2c(C(F)(F)F)nn(C)c2s1,-7,4,6,-10,0,9,0.7,0,-1
O=C(Nc1ccc(Oc2ccccc2)cc1)C1CC1,-6,4,16,-3,-1,7,-1.1,-3,-3
CN(c1ccc(OCC(=O)Nc2nc3ccccc3s2)cc1)S(=O)(=O)c1ccccc1,-1,9,-8,-5,4,8,6.4,4,-1
O=c1nc(N/N=C/c2ccco2)cn[nH]1,0,19,9,-4,4,-3,0.8,0,2
Cc1nnc(N2CCc3ccccc3C2)[nH]c1=O,11,-4,-7,-4,4,4,0.6,0,4

# Entries of single compounds, quoted from the list:
# O=c1[nH]n(-c2ccccc2)c(=O)c2ccccc12 in the list: NPY Y1 blocker = 2; NPY1 pot ag = -10; S1P4 antagonist = -6; RBBP9 inh = -11; BaF3 parental = 3; NPY2 pot ag = 9; S1P4 agonist = -0.4; Runt-CBFb FRET = -1; Ba/F3 V617F tox = 5
# CCOC(=O)CSc1nnc2n(C3CCCCC3)c(=O)c3c4c(sc3n12)CCCC4 in the list: NPY Y1 blocker = -1; NPY1 pot ag = -18; S1P4 antagonist = 2; RBBP9 inh = 8; BaF3 parental = 8; NPY2 pot ag = -1; S1P4 agonist = -1.1; Runt-CBFb FRET = -3; Ba/F3 V617F tox = 5

# (more compounds)
SMILES,NPY Y1 blocker,NPY1 pot ag,S1P4 antagonist,RBBP9 inh,BaF3 parental,NPY2 pot ag,S1P4 agonist,Runt-CBFb FRET,Ba/F3 V617F tox
COC(=O)Cc1ccc(NC(=S)NCc2ccccc2)cc1,1,-9,-18,-7,7,6,1.1,2,-1
CC1=NNC(=O)C1Cc1ccc(F)cc1 (centres undefined),.,-15,16,-1,1,-9,0.2,0,-2
CN(C)C(=O)CSc1nnc([C@H](Cc2ccccc2)NC(=O)OC(C)(C)C)o1,.,-8,8,2,-1,-13,-0.3,-1,-2
CCOc1ccc2oc(-c3ccccc3)c(C(=O)N(C)C)c2c1,3,21,10,-7,3,9,-1.7,0,0
CC1CCCC(C)N1CCNC(=O)CCn1nc(-c2ccccc2)ccc1=O (centres undefined),0,3,-4,1,0,-16,-0.6,0,-4
CCOC1OC2C(CO)OC(n3cnc4c(N)ncnc43)C2O1 (centres undefined),3,-20,13,-14,-1,-8,-0.5,0,1
Cc1cc(/C=C\c2nc(O)c([N+](=O)[O-])c(=O)[nH]2)c(C)n1-c1ccccc1,7,-17,-13,-7,4,-4,0.2,-1,2
Cn1c(Cn2c(=O)sc3ccccc32)nnc1SCC(=O)NCC1CCCO1 (centres undefined),-1,8,-8,2,-3,15,0.6,1,-3
CCOC(=O)c1cccc(NC(=O)CSc2nnc(C3CCCCC3)n2CC)c1,1,-32,5,-5,0,-8,0.0,-4,-4
OC[C@H]1OC(Nc2ccc(N=Nc3ccccc3)cc2)[C@@H](O)[C@@H](O)[C@@H]1O (some centres undefined),.,13,-6,-6,3,19,-0.8,0,-6
